TTR transcr act = TTR transcription activators in neuroblastoma reporter cells, primary screen, cell-based, luminescence, SH-SY5Y, TTR promoter Gaussia luciferase; 100% = recombinant luciferase protein wells; activation, % at 16.7 µM; 1.3% of 92,000 active;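 active means activation above the mean of all tested compounds plus 3 SD, cut at about 9.5% in these data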;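 further: cells exposed to compounds for one day before reading; 0% = median of all test compound wells on the plate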
* hit, by the source's call. Not all compounds are listed. The share of hits here may be higher or lower than overall.

`Cc1ccc([C@H]2N[C@]3(CCCN(CC4CCCCC4)C3=O)[C@H]3C(=O)N(Cc4ccccc4)C(=O)[C@@H]23)cc1` gave TTR transcr act 0.0.
`Cc1cc(C)c2c(c1)/C(=N/NS(=O)(=O)c1ccccc1)CCC2` gave TTR transcr act 1.4.
CCCCOCCCNC(=O)C[C@@H]1C[C@@]2(C(=O)OC)CCCCC=C2N(CCC2=CCCCC2)C1=O was read as TTR transcr act -1.6.
Screening CC(=O)c1cccc(NC(=O)c2ccc(S(=O)(=O)N3CC(C)OC(C)C3)cc2)c1 (stereo not drawn) returned TTR transcr act -0.6.
`Cc1cc(C(=O)N/N=C/C=C/c2ccc([N+](=O)[O-])cc2)n[nH]1` gave TTR transcr act -0.5.
For CCNC(=O)CC1C(=O)N(CC)C(=S)N1NC(=O)c1cccnc1 (stereo not drawn) the results were TTR transcr act 0.9.
COCCN(C(=O)COC(=O)/C=C/c1nc2ccccc2s1)c1c(N)n(Cc2ccccc2)c(=O)[nH]c1=O was read as TTR transcr act -0.4.
For COc1cc2c(cc1OC)-c1cc(NCc3ccccn3)nc(=O)n1CC2 the results were TTR transcr act 5.5.
`COc1ccccc1N=CC1=C(O)CC(c2ccccc2)CC1=O` (stereo not drawn) gave TTR transcr act -1.0.
Screening COc1cc(C=Nc2c(C)cc(C)cc2C)ccc1OC(C)=O returned TTR transcr act 0.5.
COc1cccc(CC2(CO)CCCN(Cc3cnn(-c4ccccc4)c3)C2)c1 (stereo not drawn) was read as TTR transcr act 1.2.
COCCN(C(=O)CN1CCCc2ccccc21)c1c(N)n(Cc2ccccc2)c(=O)[nH]c1=O was read as TTR transcr act 1.9.
Screening Cc1ccc(NC(=O)c2ccc3c(c2)CCN3S(C)(=O)=O)cc1C returned TTR transcr act -2.3.
Screening CC(=O)Nc1cccc(CP(=O)(c2ccccc2)c2ccccc2)c1 returned TTR transcr act 0.0.
`COc1ccc(C2C(C(=O)O)c3ccccc3C(=O)N2C)cc1Br` (stereo not drawn) gave TTR transcr act 11*.
C=CCn1cccc(C(=O)Nc2ccc(C)c(Cl)c2)c1=O was read as TTR transcr act -1.2.
COc1ccc(-c2cc3c(=O)n(CC(=O)NCc4cccnc4)nc(C)n3n2)cc1 was read as TTR transcr act 0.1.
CC(C)(C)c1ccc(OCC(=O)Nc2ccc(-c3nc4cccnc4o3)cc2)cc1 was read as TTR transcr act 7.9.
`C/C(Cl)=C\Cn1c(NCCc2ccccc2)nc2c1c(=O)n(C)c(=O)n2C` gave TTR transcr act 0.0.
O=C(NC(=S)Nc1ccc(CN2CCOCC2)cc1)c1cc2ccccc2o1 was read as TTR transcr act 1.9.
`CCCNC(=S)N1CCN(c2nc(C)nc3sc4c(c23)CCCC4)CC1` gave TTR transcr act -1.9.
Screening CC1(C)CC(=O)c2cc(C(=O)NC3CCSC3=O)c(=O)n(-c3ccccc3)c2C1 (stereo not drawn) returned TTR transcr act -2.5.
O=C(Nc1cc(C(F)(F)F)ccc1N1CCOCC1)c1ccccc1 was read as TTR transcr act 0.6.
`CC(/C=C/C1(O)C(C)CC(=O)CC1(C)C)OC1OC(CO)C(O)C(O)C1O` (stereo not drawn) gave TTR transcr act -1.1.
O=C(NCCCN1CCOCC1)C(=O)N/N=C/c1cccc2ccccc12 was read as TTR transcr act 1.4.
Screening CCN1CCN(c2c(Cl)cccc2NC(=O)c2cccs2)CC1 returned TTR transcr act 1.6.
Screening O=C(c1cnccn1)N1CCN(S(=O)(=O)c2cccc(Cl)c2)CC1 returned TTR transcr act -0.1.
Screening CCc1cc(=O)oc2cc(C)cc(OCC(=O)N3CCC(C(=O)O)CC3)c12 returned TTR transcr act 2.0.
`Cc1nn(C)c(C(=O)Sc2cccc(Cl)c2)c1[N+](=O)[O-]` gave TTR transcr act 2.6.
`Cc1cc(-n2c(C)cc(C(=O)CSc3ccc4c(c3)OCCO4)c2C)no1` gave TTR transcr act 1.2.
CCOC(=O)C1CCN(Cc2ccc(OC)cc2OC)CC1 was read as TTR transcr act -0.3.
CCOC(=O)c1c(C)[nH]c(C(=O)OCC(=O)Nc2ccc(OCC)cc2)c1C was read as TTR transcr act -1.0.
For Cc1ccc(-n2c(O)c(C=NC3CCS(=O)(=O)C3)c3ccccc3c2=O)cc1C (stereo not drawn) the results were TTR transcr act 0.5.
CC(C)c1ccc(/C=C/C(=O)Nc2nncs2)cc1 was read as TTR transcr act 1.6.
Cc1ccc(-c2nnc(SCC(=O)NNC(=O)COc3ccccc3C)n2C)cc1 was read as TTR transcr act 5.4.
For CCN1CCc2c(sc(NC(=O)Nc3ccc(Cl)c(Cl)c3)c2C(N)=O)C1 the results were TTR transcr act 0.1.
For O=[N+]([O-])c1ccccc1Nc1ccc(O)cc1 the results were TTR transcr act -2.8.
`O=C(NC(=S)Nc1ccccc1C(=O)O)c1ccc2ccccc2c1` gave TTR transcr act 0.4.
`COc1cc(CNCc2c[nH]c3ccccc23)cc(OC)c1` gave TTR transcr act 1.7.
For CSCCC(NC(=O)/C(=C/c1ccco1)NC(=O)c1ccco1)C(=O)O (stereo not drawn) the results were TTR transcr act 0.4.
O=C(OCC#CCSc1nnc(-c2cccc3ccccc23)o1)c1ccc(F)nc1 was read as TTR transcr act 1.7.
For CCOC(=O)C1(Cc2ccc(OC)cc2)CCN(C(=O)CCN2CCCC2=O)CC1 the results were TTR transcr act 6.3.
COC(=O)c1ccc2c(c1)C(C)(C)C(/C=C/c1ccc(O)cc1)=[N+]2C was read as TTR transcr act -7.0.
For C=CCN1C[C@@H](COCc2ccccc2)OCCS1(=O)=O the results were TTR transcr act 4.1.
`COC(=O)C1C(=O)C2=C(CC1C)NC(C)=C(C(=O)OC(C)C)C2c1ccc(C)o1` (stereo not drawn) gave TTR transcr act 1.4.
Screening COc1ccc(CCNc2nc(=S)[nH]c3cc(OC)c(OC)cc23)cc1OC returned TTR transcr act -1.9.
Screening CCOC(=O)C(O)(C1C(=O)CC(C)(C)CC1=O)C(F)(F)F (stereo not drawn) returned TTR transcr act 0.0.
O=C(CCCc1nc2ccccc2s1)NC1CCOC1=O (stereo not drawn) was read as TTR transcr act 4.9.

The closing two records of the part above are carried over, then new ones follow:
Screening CCOC(=O)C(O)(C1C(=O)CC(C)(C)CC1=O)C(F)(F)F (stereo not drawn) returned TTR transcr act 0.0.
O=C(CCCc1nc2ccccc2s1)NC1CCOC1=O (stereo not drawn) was read as TTR transcr act 4.9.
`Cc1ccccc1-n1c(=O)n(CCc2ccccc2)c(=O)c2[nH]cnc21` gave TTR transcr act 5.0.
COc1ccncc1-c1ccc(C2=CC(=O)CC(C)(C)C2=O)cc1 was read as TTR transcr act -0.1.
Screening Cc1ccc2nc(NCC(=O)NN)nc(-c3ccccc3)c2c1 returned TTR transcr act 1.6.
`Cc1sc2ncn(C(C)C(=O)OC3CCCCC3)c(=O)c2c1C` (stereo not drawn) gave TTR transcr act 0.5.
Screening N/C(=N\OC(=O)c1ccc(Cl)cc1[N+](=O)[O-])c1cccnc1 returned TTR transcr act -0.1.
`O=C(OCc1nc2ccccc2[nH]1)C12CC3CC(CC(C3)C1)C2` gave TTR transcr act 1.8.
`COC(=O)C1=C(NC(=O)COc2ccc(Cl)cc2Cl)CCS1` gave TTR transcr act 0.7.
Nc1ccc2c(c1)C1(CCC2)NC(=O)NC1=O (stereo not drawn) was read as TTR transcr act 1.5.
For O=C(CNS(=O)(=O)c1ccccc1)Nc1ccc(F)cc1F the results were TTR transcr act 4.7.
COc1ccc(N(Cc2ccccc2)C(=O)OC(C)(C)C)c(C(=O)N(C)OC)c1 was read as TTR transcr act 3.5.
`CN(C(=O)c1cccc(NC(=O)Cc2cccc(NC(=O)C3CCCN(C(=O)C4CC4)C3)c2)c1)C1CC1` (stereo not drawn) gave TTR transcr act 0.7.
`O=c1c(N2CCOCC2)coc2ccccc12` gave TTR transcr act 1.9.
Screening CCOC(=O)Cc1nnc(NC(=O)C2CCCCC2)s1 returned TTR transcr act 2.7.
Screening CC(C)(C)OC(=O)N1CCC(C(=O)NCC2CCCO2)CC1 (stereo not drawn) returned TTR transcr act 4.1.
For O=C(CSc1nc2ccccc2[nH]1)Nc1nc(-c2cccc(Br)c2)cs1 the results were TTR transcr act 0.2.
`COc1ccc(/C=N/Nc2nc(C)cc(=O)[nH]2)cc1OC` gave TTR transcr act 1.6.
O=C(NCc1ccco1)C1CCCCC1 was read as TTR transcr act -0.6.
COc1ccc(-n2nc([N+](=O)[O-])c(=NCc3ccco3)n2O)cc1 was read as TTR transcr act -2.4.
Screening CCN(CC)C(=O)c1ccc(-c2nnc(Nc3ccc(O)cc3)c3ccccc23)cc1 returned TTR transcr act -0.8.
Screening COc1ccc(CCN2CC(C(=O)NCCc3cccc(F)c3)CCC2=O)cc1 (stereo not drawn) returned TTR transcr act 2.2.
COc1ccc(OCC(=O)NC2CCSc3ccccc32)cc1 (stereo not drawn) was read as TTR transcr act -0.1.
Screening Cc1ccc(C(=O)CCCn2nnc(-c3cccnc3)n2)cc1C returned TTR transcr act 2.2.
For Cc1ccc(/C(O)=C2/C(=O)C(=O)N(CCN3CCOCC3)C2c2cccnc2)cc1 (stereo not drawn) the results were TTR transcr act -2.1.
Screening Cc1noc(C)c1NC(=O)N(C)C[C@H]1OCc2cnnn2CCCC(=O)N([C@H](C)CO)C[C@H]1C returned TTR transcr act 1.3.
For CCOc1cc(C#N)ccc1OCC(=O)N1CCN(C(=O)c2cccs2)CC1 the results were TTR transcr act 2.2.
Screening COC(=O)[C@]12CCCCC=C1N(Cc1ccc(OC)cc1)C(=O)[C@@H]2CC(=O)N1CCOCC1 returned TTR transcr act 1.4.
Screening O=C1C2C3C=CC(O3)C2C(=O)N1N=Cc1cccc2ccccc12 (stereo not drawn) returned TTR transcr act -1.5.
O=C(CSc1nnc(CNC(=O)c2ccccc2)o1)c1ccccc1 was read as TTR transcr act -1.8.
Screening COCCCNC(=S)NNC(=O)C(O)(c1ccccc1)c1ccccc1 returned TTR transcr act 1.3.
For Cc1cccc(CC(=O)Nc2sc(C(C)C)cc2C(=O)N2CCOCC2)c1 the results were TTR transcr act 1.0.
Screening Cc1ccccc1OCC(=O)NNC(=S)NC(=O)c1ccco1 returned TTR transcr act 0.8.
Screening O=C(OCc1nnc(-c2ccccc2)o1)c1ccccc1 returned TTR transcr act 0.2.
For Cc1cc(OCC(=O)N2CCc3ccccc3C2)c(C)cc1Br the results were TTR transcr act 3.5.
Screening Cc1cnc(C(=O)NC2CCSc3ccccc32)cn1 (stereo not drawn) returned TTR transcr act 0.1.
`COc1cc2c(c(NC(C)=O)c1)N(C(C)=O)CCC2` gave TTR transcr act -1.5.
For Cn1cccc1CC(=O)N/N=C/c1cc([N+](=O)[O-])ccc1Cl the results were TTR transcr act -1.1.
For COc1ccc(N2C(=O)C(CC(=O)Nc3ccccc3)N(CCc3ccc(OC)c(OC)c3)C2=O)cc1 (stereo not drawn) the results were TTR transcr act 4.3.
For CCOCCCNC(=O)c1ccccc1Br the results were TTR transcr act 6.1.
CCOC(=O)c1sc(NC(=O)CSc2nnc(-c3ccco3)o2)c(C(=O)OCC)c1C was read as TTR transcr act -2.1.
Screening c1ccc(-c2nnc3n2-c2ccccc2SC3)cc1 returned TTR transcr act 5.7.
For Cc1c(N/C(=N/S(=O)(=O)c2ccccc2)c2ccc(Cl)cc2)c(=O)n(-c2ccccc2)n1C the results were TTR transcr act -0.8.
Cc1nc2cc(NC(=O)c3ccco3)ccc2n1C was read as TTR transcr act -1.4.
`Cc1cc(NC(=O)C(=O)c2cn(C)c3ccccc23)no1` gave TTR transcr act -1.8.
For COc1cc(-c2nnc(SCC(=O)/C(C#N)=C(\C)N)o2)cc(OC)c1OC the results were TTR transcr act 3.4.
`O=S(=O)(c1ccc2c(c1)OCCO2)N1CCC(c2nc3ccccc3[nH]2)CC1` gave TTR transcr act -2.1.
Screening C/C(N)=C(/C#N)C(=O)COC(=O)c1ccccc1C(=O)c1ccc(C)cc1 returned TTR transcr act 1.4.
N#C/C(=C/c1ccc(Sc2nc3ccccc3[nH]2)o1)c1ccccc1F was read as TTR transcr act -3.8.
Screening COC(=O)CSc1nc(C2CC2)nc2ccccc12 returned TTR transcr act -0.3.
`CCC1=NN(C(=O)c2ccc(Br)cc2)C(O)(c2ccccc2)C1` (stereo not drawn) gave TTR transcr act -1.8.
For CC(=O)C1=C(O)C(=O)N(CCc2c[nH]c3ccccc23)C1c1ccc(C)cc1 (stereo not drawn) the results were TTR transcr act -1.4.
CCN(CC)C(=O)Cn1cc(C(=O)C(=O)NCCc2ccc(S(N)(=O)=O)cc2)c2ccccc21 was read as TTR transcr act -0.7.
For CCOC(=O)c1cccc(NC(=O)COC)c1 the results were TTR transcr act 0.1.
Screening CC(C)(C)c1ccc(S(=O)(=O)N(CCCN2CCOCC2)Cc2cccs2)cc1 returned TTR transcr act -2.5.
Screening COC(=O)CNC(=O)C12CC3(C)CC(C)(CC(C)(C3)C1)C2 returned TTR transcr act 3.8.

Structures above with an NH in an aromatic ring, in the order listed:
`Cc1cc(C(=O)N/N=C/C=C/c2ccc([N+](=O)[O-])cc2)n[nH]1` gave TTR transcr act -0.5.
COCCN(C(=O)COC(=O)/C=C/c1nc2ccccc2s1)c1c(N)n(Cc2ccccc2)c(=O)[nH]c1=O was read as TTR transcr act -0.4.
COCCN(C(=O)CN1CCCc2ccccc21)c1c(N)n(Cc2ccccc2)c(=O)[nH]c1=O was read as TTR transcr act 1.9.
CCOC(=O)c1c(C)[nH]c(C(=O)OCC(=O)Nc2ccc(OCC)cc2)c1C was read as TTR transcr act -1.0.
`COc1cc(CNCc2c[nH]c3ccccc23)cc(OC)c1` gave TTR transcr act 1.7.
Screening COc1ccc(CCNc2nc(=S)[nH]c3cc(OC)c(OC)cc23)cc1OC returned TTR transcr act -1.9.
`Cc1ccccc1-n1c(=O)n(CCc2ccccc2)c(=O)c2[nH]cnc21` gave TTR transcr act 5.0.
`O=C(OCc1nc2ccccc2[nH]1)C12CC3CC(CC(C3)C1)C2` gave TTR transcr act 1.8.
For O=C(CSc1nc2ccccc2[nH]1)Nc1nc(-c2cccc(Br)c2)cs1 the results were TTR transcr act 0.2.
`COc1ccc(/C=N/Nc2nc(C)cc(=O)[nH]2)cc1OC` gave TTR transcr act 1.6.
`O=S(=O)(c1ccc2c(c1)OCCO2)N1CCC(c2nc3ccccc3[nH]2)CC1` gave TTR transcr act -2.1.
N#C/C(=C/c1ccc(Sc2nc3ccccc3[nH]2)o1)c1ccccc1F was read as TTR transcr act -3.8.
For CC(=O)C1=C(O)C(=O)N(CCc2c[nH]c3ccccc23)C1c1ccc(C)cc1 (stereo not drawn) the results were TTR transcr act -1.4.
